PDI turbidity: inhibitors of human protein disulfide isomerase | PDI insulin aggregation turbidity, A650, 90 min | inhibition, % at 10 µM | hit rate 0.052% among 350,000;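 active = mean inhibition across replicates of 30% or more, whatever share of single replicates reach that level; inconclusive = mean inhibition below 30% while every single replicate reaches 30%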;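 note: absorbance from insulin aggregation driven by PDI reduction with DTT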
MC4R ag barr: human MC4R agonism via beta-arrestin; hit rate 0.98% among 360,000; activation, % at 8.9 µM; U2OS MC4R beta-arrestin complementation, luminescence; percent of melanotan II response, DMSO zero;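 active = activation above a per-plate cutoff, the mean activation of sample wells on that plate plus 3 SD, cut at about 8% in these data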
Target sequence (P32245 whole entry, looked up): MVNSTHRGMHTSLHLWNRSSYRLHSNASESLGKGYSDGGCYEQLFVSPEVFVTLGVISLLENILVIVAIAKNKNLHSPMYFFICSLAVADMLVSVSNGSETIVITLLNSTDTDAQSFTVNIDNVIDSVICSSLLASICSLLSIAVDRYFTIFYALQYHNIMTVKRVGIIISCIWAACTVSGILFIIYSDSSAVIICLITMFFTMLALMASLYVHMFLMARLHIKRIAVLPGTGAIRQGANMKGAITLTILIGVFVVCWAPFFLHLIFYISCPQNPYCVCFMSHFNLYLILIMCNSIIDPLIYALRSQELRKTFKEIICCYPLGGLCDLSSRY
ABHD5 PLIN5 PPI: blocks binding of human ABHD5 to perilipin-5; Q00G26+Q8WTS1; Split G. princeps luciferase complementation, luminescence, 4 h; inhibition, % at 4 µM; AID 602281; hit rate 0.78% among 360,000;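 active = inhibition above the mean inhibition across every tested compound plus 3 SD, cut at about 22% in these data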;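 note: 0% = DMSO only wells and the 100% control is not disclosed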
HTR2A ag: mouse HTR2A agonism via beta-arrestin recruitment. P35363. activation, % at 7.6 µM. AID 624169. hit rate 0.66% among 360,000. CHO-K1 mHTR2A beta-arrestin complementation, luminescence; percent of 30 µM serotonin response;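 active = activation above a run cutoff, the mean activation of all tested compounds plus 3 SD, cut at about 14% in these data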;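 note: 0% = plate median of compound wells and 100% = 30 µM serotonin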
Target sequence (P35363 whole entry, looked up): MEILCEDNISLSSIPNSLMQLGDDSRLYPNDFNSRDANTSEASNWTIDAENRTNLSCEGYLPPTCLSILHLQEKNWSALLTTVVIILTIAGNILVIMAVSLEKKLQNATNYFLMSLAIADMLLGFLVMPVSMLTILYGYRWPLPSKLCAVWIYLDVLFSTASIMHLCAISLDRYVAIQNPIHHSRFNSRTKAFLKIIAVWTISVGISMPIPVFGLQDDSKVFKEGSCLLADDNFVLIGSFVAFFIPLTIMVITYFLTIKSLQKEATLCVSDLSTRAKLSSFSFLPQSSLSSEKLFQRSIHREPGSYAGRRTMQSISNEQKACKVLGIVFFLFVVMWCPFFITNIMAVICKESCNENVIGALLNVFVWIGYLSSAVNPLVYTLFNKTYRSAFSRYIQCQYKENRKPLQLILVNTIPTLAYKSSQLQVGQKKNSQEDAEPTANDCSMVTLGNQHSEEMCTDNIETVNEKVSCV
Granule exo inh: lytic granule exocytosis inhibition; TALL-104 LAMP-1 surface exposure, flow cytometry; cells stimulated with thapsigargin and PMA; inhibition, % at 10 µM; hit rate 0.66% among 360,000; AID 651702;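 active = inhibition above about 55%, limit read from the data; inconclusive = no clear call, values can overlap the other calls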
CaV13 FRET inh: Primary screen for inhibitors of IQ motif and Ca2+-dependent inactivation inhibitor domain binding in CACNA1D, Förster resonance energy transfer in living cells, …; AID 743397; hit rate 0.098% among 340,000; HEK cells, CFP/YFP FRET ICDI-IQ, plate reader, 10 min; percent FRET-ratio fall versus neutral wells; inhibition, % at 12.3 µM;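 active = mean replicate inhibition of at least 30% and at least 1% of replicates passing that level; inconclusive = only one of the two criteria is met; inactive = neither criterion is met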;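 note: 0% = median of the neutral control wells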
ABCB6 inh MLPCN: human ABCB6 transporter inhibition; Q9NP58; K562-ABCB6 porphyrin accumulation, flow cytometry, 1 h; active compounds read low; fluorescence ratio to DMSO, % at 10 µM; hit rate 0.19% among 360,000;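 active = fluorescence ratio to DMSO below 75%, the collection mean minus 3 SD; inconclusive = too few cells collected in the well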;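 note: signal is porphyrin accumulated inside mitochondria; 100% equals median channel fluorescence of DMSO control wells; lower ratio means ABCB6 inhibition with less porphyrin fluorescence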
MC4R antagonist: antagonists of human melanocortin 4 receptor (MC4R). P32245. MC4R-expressing cells, MTII-stimulated cAMP, LANCE TR-FRET. inhibition, % at 6.5 µM. hit rate 0.48% among 360,000. AID 540295;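 active = inhibition above its plate's cutoff, the mean of tested wells on that plate plus 3 SD, cut at about 29% in these data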;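 note: 0% = Melanotan II alone and 100% = Melanotan II plus saturating MCL0020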
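Assay system: U2OS-MC4R stable cell line; Also added: Melanotan II; Technique: Eu-cAMP/anti-cAMP TR-FRET, emission 671 nm; Times: 30-min compound, 1-h challenge, 1-h detection, room temperature.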
Glyco luc inh: N-linked glycosylation inhibition; D54 ERlucT glycosylation luciferase reporter, 24 h; percent of 100 nM tunicamycin response; reporter increase, % at 12.5 µM; hit rate 0.23% among 360,000;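 active = mean luciferase reporter signal, scaled so untreated is 0 and the glycosylation-blocking control 100, at or above a set limit in every replicate; inconclusive = mean reaches the limit but not every replicate does; inactive = mean below the limit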;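 note: luciferase carries N-glycosylation sites so blocking glycosylation raises the light; 0% = median of neutral control wells and 100% = median of 100 nM tunicamycin wells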
Cardio protect: myocardial damage modulation in H9c2 cells | H9c2 cardiomyocytes, H2O2 injury protection, ATPLite, 2 h | protection from H2O2 cell death, % at 20 µM | hit rate 0.63% among 360,000 | AID 588492;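 active = compounds giving at least 50% protection of heart cells from peroxide-induced death in the single-dose screen, raw or plate-pattern-corrected value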;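 note: 0% = DMSO wells with peroxide and 100% = DMSO wells without peroxide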
* hit, by the source's call; ? = inconclusive; . = no result given. Outcome played no part in choosing rows. Share with any hit: about 4.2%.

canonical_smiles	PDI turbidity	MC4R ag barr	ABHD5 PLIN5 PPI	HTR2A ag	Granule exo inh	CaV13 FRET inh	ABCB6 inh MLPCN	MC4R antagonist	Glyco luc inh	Cardio protect
CC1=C(C(=O)O)N2C(=O)C(NC(=O)c3ccn(C)n3)C2SC1 (centres undefined)	15	0.1	-8	2	1	.	94	13	3	10
CCN(c1ccccc1)S(=O)(=O)c1ccc(OC)c(NC(=O)CCc2nc3ccccc3c(=O)[nH]2)c1	-4	0.6	5	-6	38	-6	93	9	2	33
CCNc1nc(NCC)nc(Oc2ccc(N)cc2)n1	1	-1.8	-5	3	-1	.	96	6	1	-1
CCn1nc(C)cc1C(=O)Sc1ccc(C)cc1	-1	-0.1	-4	3	-5	-5	102	7	9	17
O=C(CNC(=O)c1ccccc1)OCC(=O)N1c2ccccc2Sc2ccccc21	-7	-1.4	-1	-4	1	-10	101	18	-1	-2
CN(C)/C=C(\C=O)c1ccc(Cl)cc1Cl	7	-0.8	3	0	19	-4	105	11	2	5
CCOC(=O)C1=C(C)OC(N)=C(C#N)C1c1ccc(O)c(OC)c1 (centres undefined)	7	-1.6	-4	-5	0	-5	76	4	0	0
CCN(CC)c1ccc(S(=O)(=O)N2CCOCC2)cc1NC(=O)c1cc(=O)c2ccccc2o1	1	0.2	-5	3	-3	-5	94	20	-6	38
COc1ccc(S(=O)(=O)N2CCC3(CC2)CC(=O)c2ccccc2O3)cc1C	-4	4.0	-4	5	-4	-2	100	-4	-4	14
C#CCOCCOCCOCCNc1nc(N2CCN(C(=O)[C@H](CCCCN)n3cc(CCCC)nn3)CC2)nc(N2CCN(C(=O)[C@H](Cc3ccc(O)cc3)n3cc(CCO)nn3)CC2)n1	129*	-0.1	16	1	3	.	93	7	-1	-4
COc1ccc(COCC(O)CN2CCOCC2)cc1OC (centres undefined)	-4	-1.0	1	2	5	-3	91	9	1	8
COc1ccc(/C=C(\NC(=O)c2ccc([N+](=O)[O-])cc2)C(=O)N2CCOCC2)cc1	-2	-0.7	-4	2	8	-3	96	25	1	4
CC(Nc1nc(-c2ccccc2)nc2ccccc12)c1ccccc1 (centres undefined)	7	-0.9	-6	-7	2	-7	95	6	?	-8
CCCCN(CCCC)Cc1cc(=O)oc2ccc3ccccc3c12	.	.	-1	0	7	-9	93	.	-4	-6
CCOc1ccc(-c2nc(CCl)cs2)cc1OC	1	-0.5	3	2	0	-2	98	9	-2	0
Cc1ccc(C(C(=O)NC(C)(C)C)N(Cc2ccc3c(c2)OCO3)C(=O)c2ccc(CN3CCOCC3)o2)o1 (centres undefined)	8	-1.5	0	3	-2	-3	99	5	0	-3
COc1cc(NC(=O)c2ccc(-c3csc(C)n3)cc2)c(OC)cc1Cl	-16	9.1*	0	11	4	0	93	6	2	-12
Cc1ccc(NC(=O)/C=C/c2ccco2)nc1	2	-0.2	4	2	4	-3	106	-14	3	-9
O=C(CC(c1ccccc1)C1CCCCC1=O)c1ccco1 (centres undefined)	-15	-2.3	-5	-1	-1	-6	98	3	1	7
CCCn1nc(NC(=O)CC(C)C)c2cc3cccc(C)c3nc21	-6	0.7	-16	5	-1	-7	90	-1	1	-4
O=C(c1cc(S(=O)(=O)N2CCOCC2)c(Cl)cc1Cl)N1CCCCC1CO (centres undefined)	3	2.5	13	5	-4	-1	84	3	1	2
Cc1ccc(NC(=S)N2CCC(NC(=O)c3ccco3)CC2)cc1C	11	0.3	3	-2	0	-4	85	0	4	-1
CCN1CCN(CC(=O)N2c3ccccc3Sc3ccccc32)CC1	5	0.6	4	-5	16	-4	99	-1	-4	3
COc1ccc(-c2c(C)[nH]n3c(=O)c(Cc4ccccc4)c(C)nc23)cc1	-3	-1.8	-2	-7	0	-2	98	8	5	16
Cc1ccc(-c2cc3nc(-c4ccccc4)cc(N)n3n2)cc1	-11	2.5	5	6	-2	-4	111	6	1	-3
C[C@H](NC(=O)c1nc[nH]c1C(=O)N1CCN(C(=O)OC(C)(C)C)CC1)c1ccccc1	-2	1.0	-3	0	-4	-4	104	13	2	1
CC(C)CNC(=S)NNC(=O)c1ccc2c(c1)OCO2	-7	-1.8	5	-4	0	-4	105	0	1	3
N#Cc1cccc(NC(=O)c2nc(-c3ccccc3)n(-c3ccccc3)n2)c1	1	-1.4	-1	2	33	-2	89	8	17	25
CCOC(=O)C1=C(C)N(C)C(=S)NC1c1ccccc1Cl (centres undefined)	-1	-2.0	-1	2	-2	.	109	2	-1	-6
Clc1nc2ccccc2cc1-c1nnn(-c2ccccc2)n1	-5	-1.1	-1	-2	8	-11	101	2	-7	-5
COc1ccc(-c2nc(C3CCCCC3)c3cc(OC)ccc3n2)cc1	-9	0.5	-2	4	-2	-10	103	1	-2	-9
CCc1nc2ccc(C(=O)NCCCn3ccnc3)cn2c1N(C)Cc1cc2ccccc2s1	17	-0.7	13	-4	39	-5	108	14	-2	0
COc1ccc(CNC(=O)CN(C(=O)CCC(=O)Nc2nccs2)c2cccc(C)c2)cc1	2	-1.3	6	0	1	-19	93	3	0	5
CC(C)Oc1ccc(C(=O)N(CN2CCCC2=O)c2ccc(F)cc2)cc1	-4	-0.5	3	-8	1	.	91	13	0	3
Cc1ccc(S(=O)(=O)N2CCN(C(=O)COC(=O)/C=C/c3ccc(F)cc3)CC2)c(C)c1	5	-1.4	-4	-1	-3	-6	95	5	1	-3
CCN(CC)S(=O)(=O)c1ccc(NC(=O)CC(NC(C)=O)c2ccccc2)cc1 (centres undefined)	7	2.5	-7	-3	0	-5	86	5	1	-5
COc1ccc(CNS(=O)(=O)c2ccc3c(c2)CC(C)N3C(=O)C2CC2)cc1 (centres undefined)	5	-2.4	-3	-2	7	-2	98	2	0	-13
COc1cccc(-c2nnc(N(C)C(=O)C3CCOC3)s2)c1 (centres undefined)	5	-0.6	3	-2	-2	-5	102	3	-1	7
CCOC(=O)c1cccc(NC(=O)CSc2nnc(COc3ccccc3C)o2)c1	-3	11*	-8	4	10	-8	96	-12	3	-4
Oc1ccc(-c2onc3ccc(Cl)cc23)cc1	9	-1.4	0	-4	-2	-9	106	-2	-1	10
COc1ccc(CCNC(=O)CCS(=O)(=O)c2cccc3nsnc23)cc1OC	2	3.4	-4	0	0	-5	96	8	0	4
COc1ccc(NC(=O)CCC(=O)N2CCN(S(=O)(=O)c3ccc(C)cc3)CC2)c(OC)c1	-12	-1.1	0	-4	-8	-6	97	-2	-3	4
Oc1ccc(C[C@H]2CNC(=S)N2CC2CCCN2C[C@H](Cc2ccc(O)cc2)N2C[C@H](Cc3ccccc3)N(CC3CCCCCC3)C2=S)cc1 (some centres undefined)	2	-2.5	11	-10	0	-3	99	9	-7	-4
O=C(O)c1ccc(/C=N/NC(=O)c2ccc(CN3c4cccc5cccc(c45)S3(=O)=O)cc2)cc1	-2	-0.5	4	2	-4	-7	100	10	2	-3
CCn1c(=O)c(C(=O)NNC(=O)c2ccccc2F)c(O)c2ccccc21	-6	1.2	5	-1	-13	-2	92	-8	-2	0
C[C@H]1CN([C@@H](C)CO)C(=O)c2cccc(NC(=O)Nc3ccc(C(F)(F)F)cc3)c2O[C@@H]1CN(C)Cc1ccc(Cl)c(Cl)c1	4	2.2	-6	-4	-2	-6	94	41*	-4	-24
CC(=C/c1ccc(C(C)C)cc1)/C=N/NC(=O)c1ccncc1	0	-0.3	-5	-4	8	-4	96	1	-3	58*
CN(C)C1=NC[C@H](Cc2ccccc2)N1CCCCc1ccccc1	-1	-1.5	7	-9	-2	-4	95	7	-1	-25
Cc1ccc(C(=O)Nc2ncc3c(n2)CC(c2ccco2)CC3=O)cc1 (centres undefined)	7	1.5	18	-1	-2	-4	96	-3	0	3
CC(=O)Nc1c(C)ccc(S(N)(=O)=O)c1C	0	-0.1	-1	-4	-1	3	94	10	3	12
Cc1cn(C(=O)CN2C(=O)c3ccccc3C2=O)c(C)n1	5	-2.5	-1	2	2	.	97	-1	4	-2
COC(=O)C1=C(C)N(Cc2ccc(OC)cc2)C(=O)C1	5	-0.5	4	1	-1	-7	101	8	-1	4
CCOc1ccc(CCNC(=O)COC(=O)c2ccco2)cc1OCC	8	-0.6	-1	0	-3	.	91	8	3	5
COc1ccc(NC(=O)N(C)[C@H]2C[C@H]3c4[nH]c5ccc(-c6ccc7c(c6)OCO7)cc5c4CCN3C[C@H]2[C@H](C)O)cc1	-2	-2.1	7	-9	34	-5	103	20	2	54*
CCN1C[C@@H]2[C@@H]3C(=O)N(C)C(=O)[C@@H]3[C@](C)(C1=O)N2C(=O)c1ccc(Br)cc1	-4	-2.4	-1	-2	10	-9	99	-2	2	-1
CN(C)CCCNC(=S)N(CCCN(C)C)Cc1cc2cc3c(cc2[nH]c1=O)OCO3	-1	0.3	-6	2	-10	-3	105	17	-1	2

Source: PubChem
